p53ts 32C kill: cytotoxicity in p53ts cells at permissive temperature | H1299-p53A138V at 32C, ATP luminescence viability, 24 h | Potency, µM (titrated, usually from 46.1 µM), inactives show at the highest dose activity change, negative = cytotoxicity, hits mostly cytotoxic | actives 0.93% (n = 130,000) | AID 924;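 also: 0% = DMSO and -100% = full killing by reference compound; nearly all actives have a fitted effect of over 55% in size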
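H1299-p53 A138V cells (temperature-sensitive p53) exposed 24 h to up to 46 uM compound at 32C, where p53 is wild-type in conformation. Viability read as ATP luminescence and normalised to DMSO and 100 uM tamoxifen. AC50 fitted with the Hill equation.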
IkB sig inh: inhibitors of IkB signaling in ABC-DLBCL cells; ABC-DLBCL IkBa-CBG/CBR dual luciferase ratio, 4 h; response scale: scaled: untreated 0%, proteasome inhibitor 100%; Potency, µM (doses to about 57.1 µM), inactives show top-dose IkBa stabilization activation; actives 0.04% (n = 110,000); AID 445; active = well fitted curve in the direction sought with a large enough effect in the signal ratio, not every such curve was filed as active; inconclusive = small, poorly fitted or top-dose-only effect, or a change in a side signal; the % refers to the signal ratio;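 also: the direction sought is a rising ratio; 0% = basal untreated cells and 100% = reference inhibitor full response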
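In this assay, an IκBα–CBG68 fusion accumulates when IKK-driven degradation is blocked; native CBR normalizes for cell number. OCI-Ly3 cells were treated 4 h with compound and doxycycline, then green and red light read after Chroma-Glo addition.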
p53ts 39C kill: cytotoxicity in p53ts cells at nonpermissive temperature; Potency, µM (series often up to 46.1 µM), inactives show top-dose activity change, negative = cell killing, most hits filed as cytotoxic; actives 1.5% (n = 130,000); H1299-p53A138V viability at 39C, ATP luminescence, 24 h; AID 902; also: nearly all actives have a fitted effect of over 55% in size
Peg3 imprint: inducers of genomic imprint erasure in mouse ES cells; mouse ES Peg3-LacZ reporter, beta-gal luminescence, 40 h; Potency, µM (titrated, usually from 60.7 µM), without a hit: top-dose activity change, positive = activation, actives largely listed as activators; actives 0.02% (n = 110,000); AID 1948;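 also: 0% = negative control wells on the plate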
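Imprint erasure is scored as LacZ activity from the silenced maternal Peg3 allele in feeder-free female ES cells cultured 40 h with LIF. Luminescence is normalized to in-plate negative controls and fitted to the Hill equation.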
An asterisk follows results filed as active; ? = inconclusive; . = not tested or not shown; & = joins results of further samples; [ ] = another dose, or the depositor's remark. Unless noted, calls follow the shape of the dose curve; as a rule, active = well fitted curve in the direction sought with a large enough effect; inconclusive = small, poorly fitted or top-dose-only effect, or another doubt; inactive = no such curve, though single readings can be large; an effect the other way counts as inactive or inconclusive. Unless noted, % is scaled to controls: 0 for no effect and ±100 for the full control effect; potency is read from the fitted curve at half-maximal effect. Compounds were not picked by outcome. Share with any hit: about 1.7%.

Each structure is followed by: p53ts 32C kill	IkB sig inh	p53ts 39C kill	Peg3 imprint
- CS(=O)(=O)c1ccc(CNC(=O)[C@@H]2C[C@H]2[C@@H](NP(=O)(c2ccccc2)c2ccccc2)c2ccccc2)cc1
  29%	.	-3%	18%
- CCOC(=O)[C@H](N)/C=C(\C)CP(=O)(O)O
  8%	0.2%	-8%	-1%
- CCC(CC)C(=O)N1CCc2cc(OC)c(OC)cc2C1COc1ccc(F)cc1 (stereo unspecified)
  1%	?	?	26%[10.9 µM]
- Cc1cc(-c2nc3ncccc3o2)ccc1NC(=O)COc1ccc(C(C)(C)C)cc1
  -2%	13%	?	-23%[10.9 µM]
- COCCN(CCOC)S(=O)(=O)c1ccc(C(=O)Nc2sc3c(c2C(=O)OC)CCN(C)C3)cc1
  -6%	?	-18%	-8%[10.9 µM]
- Cc1oc(-c2ccc(Cl)cc2)nc1CN1CCCC(C(=O)N2CCc3ccccc32)C1 (stereo unspecified)
  8%	1.3%	-4%	-6%
- CCCCNC(=O)CSc1nc2nc(C)c(Cc3ccccc3C)c(C)n2n1
  4%	?	-2%	-13%[10.9 µM]
- CCn1c(=O)c2c(nc3n2CCN3c2ccc(OC)cc2)n(C)c1=O
  7%	-1.7%	17%	8%[10.9 µM]
- CC1(C)C(=O)N(CCN2CCC(C(=O)c3ccc(F)cc3)CC2)c2ccccc21
  -11%	2.6%	-3%	-23%
- Cc1oc(-c2ccc(C(=O)NCc3ccc(N(C)C)cc3)cc2)nc1COc1ccccc1
  4%	0.1%	-24%	-4%[10.9 µM]
- Cc1cc(C)cc(-n2c(SC(C)C(=O)NCc3ccc4c(c3)OCO4)nc3ccccc3c2=O)c1 (stereo unspecified)
  -5%	.	-11%	.
- COc1ccc(OC)c(C2CC(=O)Nc3ccc4ccccc4c32)c1 (stereo unspecified)
  8%	?	24%	-8%[10.9 µM]
- Clc1cc2c(c(Cn3cnc4ccccc43)c1)OCOC2
  1%	0.5%	-10%	-15%
- Cc1cc(O)c(C(c2ccccc2)N2CCN(c3ccccc3F)CC2)c(=O)n1Cc1ccco1 (stereo unspecified)
  3%	?	3%	-8%[10.9 µM]
- COc1c[nH]n(C2CCCCC2)c(=O)c1=O
  -17%	2.5%	-2%	-17%
- NS(=O)(=O)c1ccc(CCNC(=O)c2nc(SCc3ccccc3F)ncc2Cl)cc1
  13%	1.7%	-23%	-10%[10.9 µM]
- Cc1cccc(C(=O)OCc2cc3ccccc3[nH]c2=O)c1
  0%	-0.2%	-1%	-22%
- O=C(NCC(c1cccnc1)N1CCOCC1)C(=O)Nc1ccc(Cl)cc1 (stereo unspecified)
  -9%	?	-6%	?
- CC(=O)NC(c1ccccc1)c1nc2ccccc2[nH]1 (stereo unspecified)
  -1%	0.0%	12%	-2%
- COC(=O)c1sc2ccccc2c1N
  -3%	-1.1%	-13%	-7%
- CCCc1cc(=O)[nH]c(SCC(=O)N2CCN(S(=O)(=O)c3ccc(C)cc3)C2)n1
  -1%	1.6%	7%	5%
- CSc1ccc(C2C(C#N)=C(N)N(c3ccccc3)C3=C2C(=O)CCC3)cc1 (stereo unspecified)
  9%	-0.9%	-7%	-11%
- Cn1c(=O)[nH]c(=O)c2c1nc(N1CCNCC1)n2Cc1cccc2ccccc12
  -15%	?	3%	.
- CCCCNC(=O)CN1CCC2(O)CCCCC2C1c1ccccc1OC (stereo unspecified)
  2%	4.6%	11%	-14%
- COC(=O)c1ccc(CSc2ncnc3ccccc23)o1
  -6%	?	-22%	-21%
- C[C@@]12CC[C@@H]3c4ccc(O)cc4C[C@H](CCCCCCCCCS(=O)CCCC(F)(F)C(F)(F)F)[C@H]3[C@@H]1CC[C@@H]2O (stereo partly specified)
  11%	0.5%	-8%	-19%
- COc1ccc(CNC(=O)c2cccc(N3CCCS3(=O)=O)c2)cc1OC
  -3%	?	18%	-6%[10.9 µM]
- CC(C)CN(CC(C)C)C(=O)C1CCCN(S(=O)(=O)c2ccc3c(c2)oc(=O)n3C)C1 (stereo unspecified)
  -5%	?	-13%	6%[10.9 µM]
- Cn1cccc1C(=O)N1CCC2(CC1)CN(C(=O)Nc1cccc(F)c1)C2
  -7%	0.8%[11.4 µM]	6%	.
- CCOC(=O)N1CCN(CC(=O)Nc2ccc(C)c(Br)c2)CC1
  -5%	1.6%	-10%	-15%

3 structures out of the list, sorted by heavy-atom count, rising.
Each structure is followed by: p53ts 32C kill	IkB sig inh	p53ts 39C kill	Peg3 imprint
- CCCCNC(=O)CSc1nc2nc(C)c(Cc3ccccc3C)c(C)n2n1
  4%	?	-2%	-13%[10.9 µM]
- NS(=O)(=O)c1ccc(CCNC(=O)c2nc(SCc3ccccc3F)ncc2Cl)cc1
  13%	1.7%	-23%	-10%[10.9 µM]
- Cc1cc(O)c(C(c2ccccc2)N2CCN(c3ccccc3F)CC2)c(=O)n1Cc1ccco1 (stereo unspecified)
  3%	?	3%	-8%[10.9 µM]

A different layout for part of the listing above.
| Compound | p53ts 32C kill | IkB sig inh | p53ts 39C kill | Peg3 imprint |
| --- | --- | --- | --- | --- |
| Cc1cc(O)c(C(c2ccccc2)N2CCN(c3ccccc3F)CC2)c(=O)n1Cc1ccco1 (stereo unspecified) | 3% | ? | 3% | -8%[10.9 µM] |
| COc1c[nH]n(C2CCCCC2)c(=O)c1=O | -17% | 2.5% | -2% | -17% |
| NS(=O)(=O)c1ccc(CCNC(=O)c2nc(SCc3ccccc3F)ncc2Cl)cc1 | 13% | 1.7% | -23% | -10%[10.9 µM] |
| Cc1cccc(C(=O)OCc2cc3ccccc3[nH]c2=O)c1 | 0% | -0.2% | -1% | -22% |

(further entries)
Each structure is followed by: p53ts 32C kill	IkB sig inh	p53ts 39C kill	Peg3 imprint
- Cc1cccc(NC(=O)CC(C)(C)C)c1
  0%	0.4%	-6%	-10%
- CC(=O)N1CCc2cc(S(=O)(=O)NC(Cc3ccccc3)C(=O)NCc3ccccc3)ccc21 (stereo unspecified)
  11%	0.8%	16%	4%[10.9 µM]
- CCN(C(=O)c1cc2cc3ccc(C)cc3nc2o1)c1ccc(OC)cc1
  13%	?	8%	-21%
- Cc1onc(-c2c(F)cccc2Cl)c1C(=O)N[C@H]1C(=O)N2[C@H]1SC(C)(C)[C@H]2C(=O)O
  2%[20.6 µM]	0.6%[25.6 µM]	4%[20.6 µM]	-2%[16.8 µM]
- CCN1C(=O)c2cccc3c(S(=O)(=O)NC(Cc4c[nH]c5ccccc45)C(=O)O)ccc1c23 (stereo unspecified)
  4%	1.0%	-1%	-6%
- CCOC(=O)COn1c(=O)c(-c2ccc(OC)c(OC)c2)[n+]([O-])c2ccccc21
  -2%	.	-16%	.
- Cc1cc(NC2C3CC4CC(C3)CC2C4)n2ncnc2n1 (stereo unspecified)
  6%	-0.3%	2%	-5%
- NC(=O)c1cc(N)ccc1N1CCCC1
  -4%	0.7%	-9%	-15%
- COc1ccc(CCN2C(=O)N(c3ccc(F)cc3)C(=O)C2CC(=O)Nc2ccccc2)cc1OC (stereo unspecified)
  -11%	3.6%	-9%	-9%[10.9 µM]
- O=C(CCn1c(=O)c2cccn2c2cccnc21)NCc1ccccc1Cl
  -8%	-0.3%	0%	-16%[10.9 µM]
- COc1ccc(CCNC(=O)C2CCCN(Cc3nc(-c4cccc(Cl)c4)oc3C)C2)cc1OC (stereo unspecified)
  -10%	-0.9%	-5%	-10%
- Cc1cccc(CNS(=O)(=O)c2csc(C(N)=O)c2)c1
  2%	-1.7%	8%	-10%[10.9 µM]
- Cc1ccc(C(Nc2ccccn2)c2ccc3cccnc3c2O)cc1 (stereo unspecified)
  ?	?	?	-17%[10.9 µM]
- CCCCOCC(O)CN1CCN(C(C)=O)CC1 (stereo unspecified)
  -2%	0.2%	6%	-1%
- O=C(c1ccc(CNc2c(N3CCOCC3)c(=O)c2=O)cc1)N1CC=C(c2ccccc2)CC1
  2%	3.0%	6%	-20%
- COc1ccc(C(=O)CSc2nnc(-c3ccco3)n2C)cc1
  -1%	-0.9%	2%	-10%
- CCC(C)N(CCNC(=O)CC1Oc2ccc(C)cc2NC1=O)C1CCCCC1 (stereo unspecified)
  -2%	-3.6%	-2%	-4%
- CCNc1ncc2nc(-c3cccc(C#N)c3)c(=O)n(Cc3cccc(OC)c3)c2n1
  3%	1.1%[11.4 µM]	-6%	?
- COc1ccc(NC(=O)C(Cc2ccccc2)NS(=O)(=O)c2ccc3c(c2)oc(=O)n3C)c(OC)c1 (stereo unspecified)
  -5%	0.1%	4%	6%[10.9 µM]
- COC(=O)c1ccc(Oc2nc(C)cc(Oc3ccccc3)n2)cc1
  8%	3.1%	-8%	-28%
- CCOC(=O)c1cnc2c(C(=O)OC)cccc2c1NCCN1CCOCC1
  -3%	-1.5%	12%	-24%
- CCc1ccccc1NC(=O)CN1C(=O)CCSc2ccc(S(=O)(=O)N3CCCC3)cc21
  -1%	1.0%	1%	-13%[10.9 µM]
- CCCC[C@@H]1C[C@H]1C(NC(=O)c1ccccc1)c1ccc(C(F)(F)F)cc1 (stereo partly specified)
  4%	.	14%	-15%
- CCOC(=O)CNC(=O)N1CCc2cc(S(=O)(=O)N3CCC(C)CC3)ccc21
  1%	?	-9%	10%[10.9 µM]
- CC(C)(C=O)Cc1cc(C(C)(C)C)c(O)c(C(C)(C)C)c1
  6%	0.7%&12%	-24%	-17%&-24%
- CCc1ccccc1NC(=O)Cn1c(=O)ccc2cc(S(=O)(=O)N3CCC(C)CC3)ccc21
  7%	?	-20%	-9%[10.9 µM]
- CCOC(=O)c1[nH]c(C)c(C(=O)NCc2ccc(C)cc2)c1C
  -14%	-2.0%	-17%	-11%
- COc1ccc(OC)c(NC(=O)Cc2nn(C)c(=O)c3ccccc23)c1
  4%	0.4%	15%	-2%
- O=C(NC1CCCCC1)c1c[nH]c2ccc(S(=O)(=O)Nc3ccccc3F)cc2c1=O
  -10%	1.9%	-25%	12%[10.9 µM]
- O=C(CSc1nnc2scc(-c3ccc(F)cc3)n12)NCc1ccco1
  7%	-1.5%	5%	3%

(list continues)
Each structure is followed by: p53ts 32C kill	IkB sig inh	p53ts 39C kill	Peg3 imprint
- CC(=O)Nc1cccc(-c2nc3ccccc3c(=O)o2)c1
  -17%	?	-2%	-32%[inhibitor]
- Cc1c(C(=O)NCc2ccccc2Cl)cccc1-n1cnc2cccnc21
  -3%	?	?	-6%[10.9 µM]
- COC(=O)c1cc2oc(C)cc2n1Cc1cccc(Cl)c1
  -4%	-0.7%	-26%	7%[10.9 µM]
- COc1ccc(-n2nnc3c(=O)n(Cc4cccc(C)c4)cnc32)cc1
  3%	2.6%	-5%	-16%
- CCOC(=O)C1CCN(C(=O)Nc2ccc(Cl)cc2Cl)CC1
  -1%	1.9%	-10%	-15%
- O=C(CN1CCN(Cc2ccc(F)cc2)C1=O)NCc1ccc(F)cc1
  0%	?	38%[activator]	-8%[10.9 µM]
- COc1ccc(N2C(=O)C3CCCN3C2c2cccc(OC)c2)cc1 (stereo unspecified)
  -1%	0.9%	10%	-10%
- O=C(CSC1=NCCS1)N1CCOCC1
  2%	-0.3%	-9%	7%
- CCN(c1ccccc1C)S(=O)(=O)c1ccc(N2CCCCS2(=O)=O)cc1
  7%	0.4%	-4%	8%[10.9 µM]
- CCn1c(C)nc2cc(C(=O)n3cc(C(=O)c4cc(F)ccc4O)cn3)ccc21
  4%	1.4%	-2%	?
- COc1ccc(OC)c(C2=C[N+](=O)C(C)(C)C(C)(C)N2[O-])c1
  2%	0.6%	2%	-2%
- O=c1ccc(-c2ccccc2)nn1Cc1c(F)cccc1Cl
  -15%	?	-19%	-7%[10.9 µM]
- Cc1ccc(Cn2ccc(NC(=O)c3cc(-c4ccc(F)cc4)on3)n2)cc1
  6%	0.2%	-12%	-2%
- CCNc1nc(Oc2ccc(=O)n(-c3ccccc3)n2)nc(N2CCOCC2)n1
  -18%	-0.4%	-2%	-11%
- Cc1ccc(-c2nnn(CC(=O)N(Cc3ccccc3)C(C(=O)NC3CCCC3)c3ccncc3)n2)o1 (stereo unspecified)
  2%	0.1%	-1%	-5%
- CC12CN3CC(C)(CN(C1)C3c1ccc3ccccc3c1O)C2=O (stereo unspecified)
  0%	2.4%	3%	-10%
- COCC(=O)Nc1nnc(C2CCCCC2)s1
  -6%	2.1%	-1%	-7%
- COc1ccccc1CCNc1ncnc2c1nnn2C
  1%	12%	-16%	-12%[10.9 µM]
- Cc1nc(N2CCOCC2)c2oc3ccccc3c2n1
  -6%	0.3%	-7%	-8%

Assay outcomes (PubChem)
